TrxR1 substrate: substrates of rat thioredoxin reductase 1 | purified TrxR1 substrate turnover, NADPH consumption readout | AID 588456 | Potency, µM (top dose mostly 114 µM), inactives show at the highest dose activity change, negative = substrate turnover | 390,000 compounds, 0.01% hits; further: potency means the concentration at half of the fitted maximal effect; on the % scale 0 is the no-effect control and ±100 the full control effect; nearly all actives have a fitted effect of over 50% in size
Target sequence (O89049 whole entry, looked up): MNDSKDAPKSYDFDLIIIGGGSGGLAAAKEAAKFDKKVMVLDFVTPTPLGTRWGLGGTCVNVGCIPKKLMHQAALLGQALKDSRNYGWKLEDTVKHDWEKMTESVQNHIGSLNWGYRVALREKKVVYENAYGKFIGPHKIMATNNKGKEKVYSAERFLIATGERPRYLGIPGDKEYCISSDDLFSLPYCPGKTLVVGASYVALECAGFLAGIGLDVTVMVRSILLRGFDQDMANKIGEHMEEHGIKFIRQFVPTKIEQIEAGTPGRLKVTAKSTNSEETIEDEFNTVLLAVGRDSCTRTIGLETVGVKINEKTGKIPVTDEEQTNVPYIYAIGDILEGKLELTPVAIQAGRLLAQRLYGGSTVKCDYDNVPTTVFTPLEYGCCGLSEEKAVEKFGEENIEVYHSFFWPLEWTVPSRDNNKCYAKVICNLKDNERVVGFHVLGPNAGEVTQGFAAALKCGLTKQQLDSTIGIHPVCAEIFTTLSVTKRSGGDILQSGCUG
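Rat TrxR1, dispensed at 90 nM, was prereduced with 400 uM NADPH (final) for 5 min at ~22 deg C, then incubated with compound 15 min before 400 uM selenite. A first-read NADPH fluorescence drop versus no-compound background flagged substrates.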
mIDH1 inhibitor: inhibitors of human mutant IDH1 R132H; IDH1-R132H enzyme, NADPH consumption, diaphorase/resazurin fluorescence; O75874; 390,000 compounds, 0.093% hits; Potency, µM (doses to about 76.6 µM), for inactives: at the highest dose activity change, negative = inhibition, most hits filed as inhibitors; AID 602179; further: potency means the concentration at half of the fitted maximal effect; on the % scale 0 is the no-effect control and ±100 the full control effect; nearly all actives have a fitted effect of over 65% in size
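IDH1-R132H (0.5 ug/mL) preincubated 30 min with compound, then NADPH (0.016 mM) and alpha-KG (2 mM) added; 80 min at RT, pH 7.5. Remaining NADPH coupled via diaphorase/resazurin to fluorescence (540/590 nm); concentration-response curves normalized to no-enzyme control.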
TrxR1 inh: blocks rat thioredoxin reductase 1 | recombinant rTrxR1, NADPH fluorescence consumption, selenite substrate | Potency, µM (top dose mostly 114 µM), for the others: at the top dose activity change, negative = inhibition, actives largely listed as inhibitors | 390,000 compounds, 1% hits | AID 588453; further: potency means the concentration at half of the fitted maximal effect; on the % scale 0 is the no-effect control and ±100 the full control effect; nearly all actives have a fitted effect of over 65% in size
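Rat TrxR1 (90 nM in the dispensed reagent) was pre-reduced with 400 uM NADPH for 5 min at room temperature, then incubated with compound for 15 min. After 400 uM selenite was added, NADPH fluorescence (Ex 340/Em 450 nm) was followed for 8 min.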
TRHR ag: agonists of human TRH receptor | activation, % at 2 µM | P34981 | TRHR cells, calcium flux fluo-8, FDSS agonist mode | 360,000 compounds, 0.18% hits; in the data active means activation above about 30%; further: 0% is about no effect
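Read-out: compound-evoked intracellular calcium rise in TRHR cells, fluo-8 dye, kinetic FDSS fluorescence at 1 s/cycle following a 10-cycle baseline. Cells cultured overnight before dye loading (30 min–1.5 h, RT).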
USP1 inh: USP1/UAF1 (human) deubiquitinase inhibition; Potency, µM (top dose mostly 57.1 µM), inactives show top-dose activity change, negative = inhibition, usual class: inhibitors; 390,000 compounds, 0.23% hits; recombinant USP1/UAF1, Ub-Rhodamine cleavage fluorescence; O94782; further: potency means the concentration at half of the fitted maximal effect; on the % scale 0 is the no-effect control and ±100 the full control effect; nearly all actives have a fitted effect of over 60% in size; inactives centre near -12
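In this screen, compounds sit with the deubiquitinase complex (1nM) for 15 min at room temperature before Ub-Rho is added at 150nM final. Fluorescence rise is then followed for 6 reads every 60 seconds.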
TRHR enhancer: allosteric enhancers of human TRH receptor. P34981. 360,000 compounds, 0.66% hits. TRHR cells, fluo-8 calcium fluorescence, EC20 TRH enhancement. enhancement, % at 2 µM. AID 493056; in the data active means enhancement above about 30%; further: 0% is about no effect
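TRHR-expressing cells loaded with fluo-8 calcium dye were read kinetically (ex 480/em 530) during compound addition, then stimulated with an EC20 of TRH (10 nM final). Enhancement of the Gq-mediated intracellular calcium response was scored.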
D2 antag: D2 dopamine receptor (human) antagonism. P14416. HEK293 TREx D2 cells, calcium flux, dopamine EC80. inhibition, % at 10 µM. 340,000 compounds, 2% hits. AID 485344; in the data active means inhibition above about 30%; further: 0% is about no effect
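Read-out: kinetic calcium fluorescence (1 cycle/s) in inducible HEK293 T-REx D2 cells after an EC80 dopamine addition that followed 180 s compound preincubation. Loss of the dopamine response indicates antagonism.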
PI4K2A inh: PI4K2A (human) kinase inhibition; Q9BTU6; purified PI4K2A, ADP-Glo luminescence, 1 h; hits give low values; activity change, negative = inhibition, % at 76.9 µM; 420,000 compounds, 0.13% hits; in the data active means activity change below about -50%; inconclusive means mostly about -30% to -49%;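 further: -100% = wells without enzyme as full effect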
Target sequence (Q9BTU6 whole entry, looked up): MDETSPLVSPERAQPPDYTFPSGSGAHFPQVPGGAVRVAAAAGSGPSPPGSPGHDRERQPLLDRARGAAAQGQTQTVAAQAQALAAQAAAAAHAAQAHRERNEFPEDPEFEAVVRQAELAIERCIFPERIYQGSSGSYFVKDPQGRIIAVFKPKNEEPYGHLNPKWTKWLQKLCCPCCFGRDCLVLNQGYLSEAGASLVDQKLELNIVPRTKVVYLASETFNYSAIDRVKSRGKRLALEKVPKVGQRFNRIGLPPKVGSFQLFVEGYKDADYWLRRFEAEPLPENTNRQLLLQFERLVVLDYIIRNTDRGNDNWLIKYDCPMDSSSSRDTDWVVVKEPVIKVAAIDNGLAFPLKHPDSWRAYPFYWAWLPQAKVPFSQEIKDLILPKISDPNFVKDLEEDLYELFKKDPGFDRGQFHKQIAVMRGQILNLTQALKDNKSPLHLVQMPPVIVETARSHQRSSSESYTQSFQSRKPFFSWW
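Compounds are screened against recombinant PI4K2A using PI as substrate and ATP, the latter dispensed at 300 microM. Reactions run one hour at ambient temperature before ADP-Glo detection; full inhibition defined by wells lacking enzyme.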
D2 agonist: D2 dopamine receptor (human) agonism; activation, % at 2 µM; P14416; HEK293 T-REx D2 cells, calcium flux agonist mode; 340,000 compounds, 0.53% hits; AID 485358;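 active means activation over 3 SD above normal in the single-dose calcium agonist read, cut at about 30% in these data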; further: 0% is about no effect
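Agonism scored from kinetic calcium signal (1 read/sec, 180 s) following compound pin transfer, after a 10 s baseline. Cells: HEK293 Trex line expressing inducible D2 receptor coupled to calcium, dye-loaded after overnight culture at 30 C.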
* marks the source's active call; other numbers are inactive results; [ ] = remark or other dose. Unless noted, the call rests on the fitted dose curve; in most records, active means well fitted inhibition curve with a large enough effect; inconclusive means small, poorly fitted or top-dose-only effect; inactive means no such curve, though single readings can be large or run the other way.

`CC(=O)OC(COc1ccccc1)Cn1cnc2ccccc21` (configuration not stated) gave TrxR1 substrate 1%, mIDH1 inhibitor 6%, TrxR1 inh 0%, TRHR ag 0.2, USP1 inh -1%, TRHR enhancer 7, D2 antag -2, PI4K2A inh -1 and D2 agonist -0.2.
Screening CN(C)C(CNC(=O)CNC(=O)c1ccc(Br)cc1)c1ccccc1 (configuration not stated) returned TrxR1 substrate 13%[57.1 µM], mIDH1 inhibitor 12%, TrxR1 inh 23%[57.1 µM], TRHR ag 5.0, USP1 inh -12%, TRHR enhancer 11, D2 antag 0, PI4K2A inh -7 and D2 agonist -1.4.
`CCOC(=O)c1ccc(CNS(=O)(=O)c2c(C)ccc3nsnc23)o1` gave TrxR1 substrate -6%, mIDH1 inhibitor 0%, TrxR1 inh -7%, TRHR ag -0.6, USP1 inh -5%, TRHR enhancer -3, D2 antag -9, PI4K2A inh -1 and D2 agonist -0.3.
For CC(C)[C@H](N)c1nnc(SCc2ccc(Cl)cc2)o1 the results were TrxR1 substrate 8%, mIDH1 inhibitor 10%, TrxR1 inh 21%, TRHR ag -0.4, USP1 inh -12%, TRHR enhancer 1, D2 antag -5, PI4K2A inh -2 and D2 agonist -0.4.
Oc1csc(Cc2nc(-c3ccc(-c4ccccc4)cc3)cs2)n1 was read as TrxR1 substrate 9%[57.1 µM], mIDH1 inhibitor 0%, TrxR1 inh 12%[57.1 µM], TRHR ag 0.5, USP1 inh -5%, TRHR enhancer 5, D2 antag -29, PI4K2A inh -5 and D2 agonist -0.3.
Screening COc1cc(-c2cc3n(C)c(C)c(CCC(=O)NC4CCC(C)CC4)c(=O)n3n2)cc(OC)c1OC (configuration not stated) returned TrxR1 substrate 2%[57.1 µM], mIDH1 inhibitor -1%, TrxR1 inh 15%[57.1 µM], TRHR ag 0.3, USP1 inh -37%, TRHR enhancer -3 and PI4K2A inh 3.
`Cc1ccc(NC(=O)C2CCN(c3cnccn3)CC2)cc1` gave TrxR1 substrate -3%, mIDH1 inhibitor -3%, TrxR1 inh 7%, TRHR ag -0.3, USP1 inh -16%, TRHR enhancer -9, D2 antag 6, PI4K2A inh 1 and D2 agonist 0.3.
COc1ccc(C(CCNCc2ccc(OC(C)C)cc2)c2ccccc2OC)cc1 (configuration not stated) was read as TrxR1 substrate 3%, mIDH1 inhibitor -2%, TrxR1 inh 9%, TRHR ag 1.5, USP1 inh -20%, TRHR enhancer 5, D2 antag 0, PI4K2A inh 3 and D2 agonist 1.2.
CCOc1ccc(OCC(=O)NCCS(=O)(=O)N2CCN(c3ccc(OC)cc3)CC2)cc1 was read as TrxR1 substrate 0%[57.1 µM], mIDH1 inhibitor -17%, TrxR1 inh 16%[57.1 µM], TRHR ag -0.4, USP1 inh inconclusive, TRHR enhancer 0, PI4K2A inh 8 and D2 agonist -0.3.
`CCN1C(=O)CS/C1=N\S(=O)(=O)c1ccccc1` gave TrxR1 substrate 2%, mIDH1 inhibitor 6%, TrxR1 inh 15%, TRHR ag 0.9, USP1 inh -17%, TRHR enhancer 12, D2 antag -13, PI4K2A inh 6 and D2 agonist 1.1.
N=c1n(CCN2CCCCC2)c2ccccc2n1CC(O)c1ccc(Cl)c(Cl)c1 (configuration not stated) was read as TrxR1 substrate 7%, mIDH1 inhibitor 9%, TrxR1 inh 14%, TRHR ag -0.7, USP1 inh -10%, TRHR enhancer 2, D2 antag -23, PI4K2A inh -2 and D2 agonist -0.4.
CC1=C(c2ccc(C(C)C)cc2)S(=O)(=O)N=C1N1CCC(C(=O)NCCc2ccco2)CC1 was read as TrxR1 substrate -2%[57.1 µM], TrxR1 inh 2%[57.1 µM], TRHR ag -0.7, USP1 inh -16%, TRHR enhancer 8, PI4K2A inh -1 and D2 agonist -0.5.
Screening COC(=O)/C(=C\c1c[nH]c2ccccc12)NC(C)=O returned TrxR1 substrate -19%, mIDH1 inhibitor 0%, TrxR1 inh -22%, TRHR ag 0.1, USP1 inh -11%, TRHR enhancer 3, D2 antag 2, PI4K2A inh 13 and D2 agonist -0.7.
Screening Cc1ccc(CNC(=O)CCCCCn2c(=O)c3sccc3n(CC(=O)Nc3c(C)cc(C)cc3C)c2=O)cc1 returned TrxR1 substrate 0%, TrxR1 inh 12%, TRHR ag -0.8, USP1 inh -19%, TRHR enhancer 0, PI4K2A inh 0 and D2 agonist 0.2.
COc1cccc(NC(=O)CN(C)S(=O)(=O)c2ccc3c(c2)NC(=O)CS3)c1 was read as TrxR1 substrate 9%, mIDH1 inhibitor 5%, TrxR1 inh 21%, TRHR ag -0.1, USP1 inh -4%, TRHR enhancer 4, D2 antag -7, PI4K2A inh -11 and D2 agonist 1.7.
For COc1cc(/C=C2/SC(=S)N(C)C2=O)ccc1OC(=O)c1ccco1 the results were TrxR1 substrate -6%, mIDH1 inhibitor -10%, TrxR1 inh 3%, TRHR ag 8.5, USP1 inh -16%, TRHR enhancer 15, D2 antag 5, PI4K2A inh -1 and D2 agonist 4.0.
`C/C(=N\NC(=O)c1ccccc1Br)c1ccc(N2CCOCC2)cc1` gave TrxR1 substrate -11%, mIDH1 inhibitor 1%, TrxR1 inh -21%, TRHR ag 0.3, USP1 inh -9%, TRHR enhancer -8, D2 antag 11, PI4K2A inh 1 and D2 agonist 2.3.
Screening O=C(NC1CC2CCCC(C1)N2C(=O)Nc1ccccc1F)C1CC1 (configuration not stated) returned TrxR1 substrate 2%, mIDH1 inhibitor 0%, TrxR1 inh 30%, TRHR ag -0.1, USP1 inh -7%, TRHR enhancer 12, D2 antag -2, PI4K2A inh -2 and D2 agonist 0.4.
For COc1cccc(C(C(=O)NC(C)(C)C)N(Cc2ccc(F)cc2)C(=O)CCC(=O)Nc2cc(C)on2)c1OC (configuration not stated) the results were TrxR1 substrate 7%[57.1 µM], mIDH1 inhibitor -5%, TrxR1 inh 19%[57.1 µM], TRHR ag 0.4, USP1 inh -8%, TRHR enhancer -1, D2 antag -36, PI4K2A inh -3 and D2 agonist -0.3.
For COc1cc(/C=C2\SC(=O)NC2=O)ccc1Oc1cnccn1 the results were TrxR1 substrate -15%, mIDH1 inhibitor -4%, TrxR1 inh -5%, TRHR ag 1.0, USP1 inh -8%, TRHR enhancer -3, D2 antag -8, PI4K2A inh -3 and D2 agonist -1.1.
COC(=O)c1sc2ccccc2c1-n1cccc1C(=O)C(=O)Nc1ccc(OC)cc1 was read as TrxR1 substrate -8%, mIDH1 inhibitor 1%, TrxR1 inh 3%[57.1 µM], USP1 inh -14% and PI4K2A inh -3.
`CCOC(=O)Cc1ccc(NC(=O)NCc2c(-n3cccc3)sc3c2CCCC3)cc1` gave TrxR1 substrate -4%, mIDH1 inhibitor 3%, TrxR1 inh 9%, TRHR ag -0.9, USP1 inh 1%, TRHR enhancer 2, PI4K2A inh 3 and D2 agonist -1.1.
Screening Cc1ccc2oc(=S)n(C)c2c1 returned TrxR1 substrate -11%, mIDH1 inhibitor 4%, TrxR1 inh -9%, TRHR ag 0.2, USP1 inh 0%, TRHR enhancer 2, D2 antag -16, PI4K2A inh 2 and D2 agonist 2.9.
Screening Cc1cccnc1NC1(C(F)(F)F)N=C2SCCN2C1=O (configuration not stated) returned TrxR1 substrate 0%, mIDH1 inhibitor -1%, TrxR1 inh 6%, TRHR ag 0.2, USP1 inh -5%, TRHR enhancer 4, D2 antag -20, PI4K2A inh 6 and D2 agonist 0.6.
For COc1ccc(CNC(=O)C(C)Sc2ccc(C)cc2)cc1 (configuration not stated) the results were TrxR1 substrate 0%, mIDH1 inhibitor -2%, TrxR1 inh 5%, TRHR ag 1.1, USP1 inh -10%, TRHR enhancer 2, D2 antag -2, PI4K2A inh 2 and D2 agonist -1.1.
`Oc1ccc(C2=Nn3c(nnc3-c3ccco3)SC2)cc1O` gave TrxR1 substrate -3%, mIDH1 inhibitor -1%, TrxR1 inh -32%, TRHR ag 0.2, USP1 inh 0%, TRHR enhancer 16, D2 antag 12, PI4K2A inh -6 and D2 agonist 0.2.
`NC(=S)NN=C1c2ccccc2-c2cc(Br)ccc21` gave TrxR1 substrate 8%[11.4 µM], mIDH1 inhibitor 1%, TrxR1 inh 8%[11.4 µM], USP1 inh -23% and PI4K2A inh -1.
For CCOC(=O)c1ccc(Oc2nc(NC)nc(Nc3ccccc3)n2)cc1 the results were TrxR1 substrate -2%[57.1 µM], mIDH1 inhibitor 0%, TrxR1 inh -3%[57.1 µM], TRHR ag -0.8, USP1 inh -9%, TRHR enhancer 1, D2 antag -10, PI4K2A inh -1 and D2 agonist 1.0.
Screening COc1cc(S(=O)(=O)NC2CCCCC2C)ccc1-n1cnnn1 (configuration not stated) returned TrxR1 substrate 7%[57.1 µM], mIDH1 inhibitor 7%, TrxR1 inh inconclusive, TRHR ag 1.3, USP1 inh 0%, TRHR enhancer 13, D2 antag -9, PI4K2A inh -2 and D2 agonist 1.3.
CCOC(=O)CN(C(=O)c1snc(C(N)=O)c1N)C(C(=O)NC1CCCCC1)c1ccc(F)cc1 (configuration not stated) was read as TrxR1 substrate -4%, mIDH1 inhibitor -5%, TrxR1 inh -26%, TRHR ag -0.1, USP1 inh -10%, TRHR enhancer 7, D2 antag 7, PI4K2A inh -4 and D2 agonist -0.6.
CCNc1nc2cccnc2s1 was read as TrxR1 substrate 6%, mIDH1 inhibitor 7%, TrxR1 inh 26%, TRHR ag -0.3, USP1 inh -18%, TRHR enhancer -3, D2 antag 4, PI4K2A inh -12 and D2 agonist -0.1.

Grouped by structure, those above containing an aryl thioether with sulfur outside any ring
For CC(C)[C@H](N)c1nnc(SCc2ccc(Cl)cc2)o1 the results were TrxR1 substrate 8%, mIDH1 inhibitor 10%, TrxR1 inh 21%, TRHR ag -0.4, USP1 inh -12%, TRHR enhancer 1, D2 antag -5, PI4K2A inh -2 and D2 agonist -0.4.
For COc1ccc(CNC(=O)C(C)Sc2ccc(C)cc2)cc1 (configuration not stated) the results were TrxR1 substrate 0%, mIDH1 inhibitor -2%, TrxR1 inh 5%, TRHR ag 1.1, USP1 inh -10%, TRHR enhancer 2, D2 antag -2, PI4K2A inh 2 and D2 agonist -1.1.
